# Myeloid diff 2 – compounds promoting myeloid differentiation | ER-HoxA9 myeloid progenitors, lysozyme-GFP differentiation, flow cytometry | calls only at 10 µM | actives 1% (n = 360,000) | AID 624256;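 active = normalized GFP-positive differentiation at or above the plate's own cutoff, the solvent-only control mean plus 3 SD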;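 also: cells exposed to compound for four days before flow analysis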
# PhoP inhibition – PhoP-dependent GFP reporter repression – Salmonella Typhimurium, primary screen (AID 1863); S. Typhimurium PhoP-regulated promoter GFP reporter, 4 h; higher % means a stronger effect; inhibition, % at 50 µM; hits with a dose series show IC50 in µM; actives 0.16% (n = 300,000);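 active = inhibition over 29.93%, a cutoff 3 SD above the screen mean, later confirmed by dose response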;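 also: 0% = low Mg2+ inducing control and 100% = high Mg2+ repressing control; strong numbers were not always called active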
# LYP inhibition – inhibitors of LYP phosphatase, biochemical, fluorescence intensity, uHTS (AID 1779); actives 0.054% (n = 290,000); recombinant LYP phosphatase, fluorescence intensity; higher % means a stronger effect; inhibition, % at 11.5 µM; hits with a dose series show IC50 in µM;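 also: plate controls were vehicle with enzyme for no effect and no enzyme for full effect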
# NOD2 inhibition – NOD2 signaling inhibitors, cell-based, luminescence, uHTS, HEK293 (AID 1566); HEK293 NOD2/NF-kB luciferase reporter, luminescence; higher % means a stronger effect; inhibition, % at 4 µM, or EC50 in µM where a hit was titrated; actives 0.63% (n = 290,000); also: many of its hits are not listed in these tables
# KOR beta-arrestin-1 – kappa opioid receptor blockers – cell-based, luminescence, uHTS (AID 1778); inhibition, % at 10 µM; hits with a dose series show IC50 in µM; actives 0.091% (n = 290,000); KOR beta-arrestin recruitment, luminescence, antagonist mode; higher % means a stronger effect; also: strong numbers were not always called active
# NOD1 NF-kB reporter – inhibition of NOD1-driven NF-kB reporter – cell-based, luminescence, uHTS, primary screen (AID 1578); NOD1-driven NF-kB luciferase reporter cells, luminescence; higher % means a stronger effect; inhibition, % at 4 µM, or EC50 in µM where a hit was titrated; actives 1% (n = 290,000); in the data active = inhibition mostly above about 36%, no sharp cut-off; inactive = mostly below about 34%;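 also: HEK-293T reporter cells stimulated with the NOD1 agonist gamma-tri-DAP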
# HIV peptide binding – cell-free HIV fusion peptide-binding blockers – biochemical, uHTS, fluorescence dequenching, primary screen (AID 1986). cell-free peptide binding, fluorescence dequenching, 30 min; higher % means a stronger effect. actives 0.3% (n = 290,000). inhibition, % at 20 µM, or IC50 in µM where a hit was titrated; in the data active = inhibition mostly above about 52%, no sharp cut-off; inactive = mostly below about 76%; also: some results filed as inactive read as strong as hits
# Siah-1 displacement – blockers of Siah-1 interaction with plectin peptide – biochemical, fluorescence polarization, rhodamine-plectin, uHTS, primary screen (AID 1817); actives 0.02% (n = 290,000); one-dose displacement, % at 20 µM; IC50 in µM for titrated hits; Siah-1 / rhodamine-plectin peptide fluorescence polarization; higher % means a stronger effect;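 active = displacement of at least 50% at 20 µM, with a fluorescence ratio check between 0.3 and a set limit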;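 also: plate controls were Siah plus tracer with DMSO for no effect and tracer alone without Siah for full effect; strong numbers were not always called active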
# KOR beta-arrestin-2 – kappa opioid receptor activators – cell-based, luminescence, uHTS, primary screen (AID 1777); actives 0.02% (n = 280,000); activation, % at 10 µM; hits with a dose series show EC50 in µM; KOR beta-arrestin recruitment, luminescence; higher % means a stronger effect; in the data active = activation above about 50%, passing the limit was not always enough; also: a part of the inactive calls stands beside numbers as strong as those of hits
# Myeloid diff 2 GFP+ MAC1+ % – recorded beside Myeloid diff 2, whose call it bears; GFP+ MAC1+ double positive, %; measured here: differentiation confirmed by MAC1 staining
# Numbers without * were called inactive; i = inactive. Rule as the data show it, unless noted: active = inhibition above about 50%; inactive = the rest.
# Field names – A = Myeloid diff 2; B = Myeloid diff 2 GFP+ MAC1+ %; C = PhoP inhibition; D = LYP inhibition; E = NOD2 inhibition; F = KOR beta-arrestin-1; G = NOD1 NF-kB reporter; H = HIV peptide binding; I = Siah-1 displacement; J = KOR beta-arrestin-2
> Cc1nc2ccccc2cc1C(=O)N/N=C/c1ccccc1[N+](=O)[O-]
  A = i	B = 0.6	C = -4.8%	D = -9.0%	E = 16.1%	F = -1.5%	G = 3.4%	H = 2.7%	I = 19.1%	J = -1.9%

> O=c1ccc2ccccc2o1
  A = i	B = 2.0	C = -3.6%	D = -5.9%	E = 5.2%	F = -40.6%	G = -4.4%	H = 1.0%	I = -0.2%	J = 2.0%

> Cc1ccc(Cn2c(=S)[nH]c3ccc(N4CCOCC4)cc3c2=O)o1
  A = i	B = 1.0	C = -12.3%	D = 1.7%	E = 8.0%	F = 19.2%	G = 5.6%	H = 12.2%	I = -2.5%	J = -1.3%

> COC(=O)c1cc2n(n1)CCN(Cc1ccccc1F)C2=O
  A = i	B = 0.6	C = 6.4%	D = -7.7%	E = 9.4%	F = -1.7%	G = 5.2%	H = -0.1%	I = -2.0%	J = -1.0%

> CCOC(=O)C1(Cc2ccccc2C)CCCN(S(=O)(=O)c2cccnc2)C1 (stereo not drawn)
  A = i	B = 0.3	C = 13.3%	D = 0.5%	E = -8.1%	F = 6.4%	G = -19.9%	H = 2.0%	I = 3.8%	J = -1.1%

> Cc1cc(C)n(CC(=O)NC2CCCc3c2cnn3-c2ccc(C)c(C)c2)n1 (stereo not drawn)
  A = i	B = 0.4	C = 6.0%	D = -11.6%	E = 1.4%	F = -37.6%	G = -40.1%	H = 0.4%	I = 0.7%	J = -4.9%

> COc1ccccc1N1CCN(S(=O)(=O)c2c(C)[nH]c(=O)[nH]c2=O)CC1
  A = i	B = 0.5	C = -5.2%	D = -5.3%	E = 21.0%	F = -34.2%	G = -14.9%	H = -0.5%	I = 12.1%	J = -0.9%

> CC(C)(C)OC(=O)N1CC(O)CC1C(=O)OCC(=O)c1ccc(Cl)cc1 (stereo not drawn)
  A = i	B = 0.5	C = -1.9%	D = 7.8%	E = -3.1%	F = -24.0%	G = -19.1%	H = 0.3%	I = -0.6%	J = 24.3%

> Cn1c(=O)c2c(nc(Sc3ccccc3N)n2C)n(C)c1=O
  A = i	B = 0.6	C = -2.5%	D = -6.3%	E = 9.7%	F = 11.9%	G = 8.2%	H = -0.7%	I = 3.4%	J = 1.0%

> NNC(=O)c1oc2ccccc2c1-n1cccc1
  A = i	B = 1.5	C = 5.3%	D = 0.4%	E = -5.5%	F = -18.1%	G = -37.7%	H = -3.0%	I = -5.6%	J = 5.1%

> CCOC(=O)C1=C(O)/C(=C\c2cccs2)N=C1C
  A = i	B = 0.1	C = 8.6%	D = 1.1%	E = 10.9%	F = 37.9%	G = -27.7%	H = -1.8%	I = 0.9%	J = -1.1%

> O=C(CSc1nnc(-c2cnccn2)n1Cc1ccco1)c1ccc(Cl)c(Cl)c1
  A = i	B = 1.1	C = -16.6%	D = 6.8%	E = -14.0%	F = 5.9%	G = 0.3%	H = -2.7%	I = -1.5%	J = 64.0%

> COc1ccccc1NC(=O)CN1CCN(CC(=O)Nc2ccc(OC)c(OC)c2)CC1
  A = i	B = 0.6	C = 6.0%	D = -4.3%	E = 6.6%	F = -8.6%	G = -3.8%	H = -2.4%	I = 0.6%	J = -1.2%

> COc1ccc(OC)c(NC(=O)CN(C)CC(=O)Nc2ccccc2Br)c1
  A = i	B = 1.8	C = 2.7%	D = -4.1%	E = 8.3%	F = 18.4%	G = -20.5%	H = 0.4%	I = 2.9%	J = -2.2%

> Cc1ccc(S(=O)(=O)Nc2nc3ccccc3nc2NCc2ccc3c(c2)OCO3)cc1C
  A = i	B = 0.4	C = -15.2%	D = -2.3%	E = 16.7%	F = 1.7%	G = 30.4%	H = 5.6%	I = 9.2%	J = 4.0%

# Later entries
# Screens in order: Myeloid diff 2 | Myeloid diff 2 GFP+ MAC1+ % | PhoP inhibition | LYP inhibition | NOD2 inhibition | KOR beta-arrestin-1 | NOD1 NF-kB reporter | HIV peptide binding | Siah-1 displacement | KOR beta-arrestin-2
NC(=O)c1ccc(Oc2ncc(C(F)(F)F)cc2Cl)cc1
→ i | 0.4 | 7.8% | -0.5% | -0.6% | 11.5% | -27.3% | 0.2% | 2.7% | 0.9%
O=C(CNC(=S)N(CCCN1CCOCC1)Cc1cccs1)NCCCN1CCOCC1
→ i | 0.7 | -0.1% | -1.4% | -1.6% | 11.3% | -10.0% | -1.4% | 5.5% | 5.0%
CC1(c2ccc3c(c2)OCO3)NC(=O)N(CC(=O)Nc2ccc(N3CCOCC3)cc2)C1=O (stereo not drawn)
→ i | 1.4 | 2.5% | -7.0% | -0.7% | 21.2% | -3.5% | -0.9% | 6.3% | -2.3%
O=C1CNC(=O)/C1=C/c1ccc(Br)cc1
→ i | 0.6 | 14.2% | -4.8% | 4.3% | -6.2% | -8.0% | 0.7% | -1.0% | 0.7%
O=C(CN(Cc1cccs1)C(=O)CNS(=O)(=O)c1ccc(Cl)cc1)NCc1ccco1
→ i | 2.5 | -1.8% | -1.6% | 5.7% | -32.0% | -13.0% | -1.5% | 0.1% | 0.6%
COc1cc(CN(C(=O)c2cc3ccccc3oc2=O)C2CCS(=O)(=O)C2)cc(OC)c1OC (stereo not drawn)
→ i | 3.2 | -7.4% | -10.8% | 3.4% | -30.6% | -4.1% | 0.1% | -1.3% | -3.4%
CCOc1ccc(CCNC(=O)CSc2nc3ncc(Cl)cc3[nH]2)cc1OCC
→ i | 0.9 | 4.0% | -1.3% | 15.2% | 1.9% | -23.4% | -0.3% | 1.6% | 2.5%
C=CCOc1ccc(/C(O)=C2/C(=O)C(=O)N(CCCN3CCOCC3)C2c2ccc(OC)cc2)cc1 (stereo not drawn)
→ i | 0.6 | -3.2% | -5.1% | -7.8% | -35.0% | -12.6% | 2.4% | 5.1% | -3.2%
COc1ccccc1C(=O)NCc1nnc(SC(C)C(=O)Nc2nccs2)n1C (stereo not drawn)
→ i | 0.3 | -2.0% | -11.1% | -47.3% | -31.4% | 45.1% | -0.9% | -3.1% | 2.1%

# Molecules listed so far with a Cl atom, in the order listed:
# Screens in order: Myeloid diff 2 | Myeloid diff 2 GFP+ MAC1+ % | PhoP inhibition | LYP inhibition | NOD2 inhibition | KOR beta-arrestin-1 | NOD1 NF-kB reporter | HIV peptide binding | Siah-1 displacement | KOR beta-arrestin-2
CC(C)(C)OC(=O)N1CC(O)CC1C(=O)OCC(=O)c1ccc(Cl)cc1 (stereo not drawn)
→ i | 0.5 | -1.9% | 7.8% | -3.1% | -24.0% | -19.1% | 0.3% | -0.6% | 24.3%
O=C(CSc1nnc(-c2cnccn2)n1Cc1ccco1)c1ccc(Cl)c(Cl)c1
→ i | 1.1 | -16.6% | 6.8% | -14.0% | 5.9% | 0.3% | -2.7% | -1.5% | 64.0%
NC(=O)c1ccc(Oc2ncc(C(F)(F)F)cc2Cl)cc1
→ i | 0.4 | 7.8% | -0.5% | -0.6% | 11.5% | -27.3% | 0.2% | 2.7% | 0.9%
O=C(CN(Cc1cccs1)C(=O)CNS(=O)(=O)c1ccc(Cl)cc1)NCc1ccco1
→ i | 2.5 | -1.8% | -1.6% | 5.7% | -32.0% | -13.0% | -1.5% | 0.1% | 0.6%
CCOc1ccc(CCNC(=O)CSc2nc3ncc(Cl)cc3[nH]2)cc1OCC
→ i | 0.9 | 4.0% | -1.3% | 15.2% | 1.9% | -23.4% | -0.3% | 1.6% | 2.5%

# Source: PubChem BioAssay (several laboratories)

# The list is partial (hit frequency here may not be typical).
